CBFb-RUNX1 inh: inhibitors of human CBF-beta and RUNX1 interaction; Q01196+Q13951; AlphaScreen CBFb-His/RUNX1-biotin binding, biochemical; Potency, µM (series often up to 59.8 µM), inactives show at the highest dose activity, negative = inhibition, usual class: inhibitors; 230,000 tested, under 10 active; AID 1477; also: % of control where 0% means no effect
Target sequence (Q01196 whole entry, looked up): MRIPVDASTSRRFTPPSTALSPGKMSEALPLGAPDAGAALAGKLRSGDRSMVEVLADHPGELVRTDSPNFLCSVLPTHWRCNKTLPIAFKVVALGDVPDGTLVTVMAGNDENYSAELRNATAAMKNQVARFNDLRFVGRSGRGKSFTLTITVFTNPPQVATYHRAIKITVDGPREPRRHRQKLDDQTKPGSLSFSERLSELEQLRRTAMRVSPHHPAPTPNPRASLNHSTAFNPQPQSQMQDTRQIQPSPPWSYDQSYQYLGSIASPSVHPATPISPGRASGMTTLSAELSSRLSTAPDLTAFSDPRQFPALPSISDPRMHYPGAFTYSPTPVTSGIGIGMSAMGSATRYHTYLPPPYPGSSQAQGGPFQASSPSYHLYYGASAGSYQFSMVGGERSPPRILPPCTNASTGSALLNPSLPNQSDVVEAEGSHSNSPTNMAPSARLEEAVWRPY
Target sequence (Q13951 whole entry, looked up): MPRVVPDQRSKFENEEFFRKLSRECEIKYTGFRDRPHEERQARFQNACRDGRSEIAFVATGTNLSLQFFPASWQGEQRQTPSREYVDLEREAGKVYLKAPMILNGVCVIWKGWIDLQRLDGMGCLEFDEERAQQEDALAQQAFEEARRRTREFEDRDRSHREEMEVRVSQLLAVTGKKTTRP
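CBFb-His/RUNX1-biotin, 30 nM each, preincubated 20 min RT; compound 15 min RT; Ni + streptavidin beads 50 ng each, 90 min RT; AlphaScreen read.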
HTT ATP protect: Huntington cell model cytoprotection by ATP luminescence | PC12 HTT-Q103 induced, cytoprotection, ATP luminescence, 40 h | Potency, µM (series often up to 56.4 µM), for inactives: cytoprotection (ATP increase), usual class: activators | 230,000 compounds, 0.14% hits;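 also: potency is read from the fitted curve at half-maximal effect; % of control where 0% means no effect; nearly all actives have a fitted effect of over 45% in size; toxic huntingtin expression switched on by the ecdysone agonist tebufenozide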
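Rat PC12, Q103 Htt exon1-GFP fusion, ecdysone promoter; tebufenozide inducer 100 nM final; compound titration; qHTS, 1500 cells/well; ATPlite luminescent read.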
GAA inh: blocks human lysosomal alpha-glucosidase; P10253; Potency, µM (highest dose often 76.9 µM), inactives show at the top dose activity change, negative = inhibition, hits mostly inhibitors; 200,000 compounds, 0.005% hits; purified human GAA, 4-MU-alpha-glucoside fluorescence;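 also: potency is read from the fitted curve at half-maximal effect; plate controls were uninhibited enzyme wells for no effect and no-enzyme background for full effect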
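AC50 values come from Hill fits of compound titrations (up to 77 uM) against 4 nM human enzyme. Substrate 4-methylumbelliferyl-alpha-D-pyranoside at 400 uM, pH 5.0 citrate buffer, 20 min room temperature; fluorescence Ex 365/Em 440 after alkaline stop.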
LMNA splice mod: LMNA splicing modulation | HeLa LMNA splicing GFP/RFP minigene ratio, 48 h | Potency, µM (highest dose often 46.1 µM), inactives show at the top dose ratio change, negative = inhibition, most hits filed as inhibitors | 200,000 compounds, 0.01% hits; active = well fitted inhibition curve with a large enough effect in the signal ratio, with a control signal flat, not every such curve was filed as active; inconclusive = small, poorly fitted or top-dose-only effect, or effect the other way, or a change in a side signal; the % refers to the signal ratio; also: potency is read from the fitted curve at half-maximal effect; % is scaled to controls: 0 for no effect and ±100 for the full control effect
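S3 HeLa cells stably expressing lamin A-EGFP splicing minigene plus DsRed2, 600 cells/well, 48 h compound exposure at 37C. Laser-scanning cytometry; analysed as GFP (500-530 nm)/RFP (575-640 nm) total intensity ratio; 0.5% DMSO vehicle.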
GAA glycogen: GAA glycogen-cleavage inhibition or activation. P10253. recombinant GAA, glycogen substrate, Amplex Red glucose oxidase fluorescence. Potency, µM (titrated, usually from 76.4 µM), for the others: at the highest dose activity change, negative = inhibition, usual class: inhibitors. 300,000 compounds, 0.38% hits;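 also: potency is read from the fitted curve at half-maximal effect; 0% = full enzyme reaction and -100% = no-enzyme basal signal; the screen sought inhibitors and activators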
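Recombinant human enzyme (4 nM); glycogen substrate; 37 C, 40 min, pH 5.0. Readout: coupled glucose oxidase/Amplex Red fluorescence.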
aGlu spleen mod: lysosomal alpha-glucosidase (human) modulation; human spleen homogenate, 4-MU-alpha-glucoside fluorescence; AID 2112; P10253; 240,000 compounds, 0.006% hits; Potency, µM (titrated, usually from 79.9 µM), inactives show top-dose activity change, negative = inhibition, hits mostly inhibitors;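 also: potency is read from the fitted curve at half-maximal effect; 0% = enzyme with vehicle and -100% = no enzyme basal signal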
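Compounds were titrated against alpha-glucosidase in spleen homogenate at pH 5.0, with 1 mM 4-methylumbelliferyl substrate for 40 min at 37 C. Reactions were quenched with pH 10 NaOH/glycine and fluorescence measured.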
HttQ103 aggreg: reduces HttQ103-GFP aggregates in PC12 cells; 220,000 compounds, 1.1% hits; PC12 HttQ103-GFP aggregates, Acumen cytometry, 40 h; AID 1688; Potency, µM (doses to about 46.1 µM), for the others: at the highest dose activity change, negative = inhibition, most hits filed as inhibitors; also: potency is read from the fitted curve at half-maximal effect; % is scaled to controls: 0 for no effect and ±100 for the full control effect; nearly all actives have a fitted effect of over 60% in size
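Compounds (qHTS titration) were added to PC12 cells expressing an ecdysone-driven HTT exon 1 Q103–GFP fusion after induction with 100 nM tebufenozide. Aggregate formation was measured as GFP objects in cell lysates.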
Active calls of the source: *; ? = inconclusive; . = no result given; [ ] = dose if it differs, or a comment. Unless noted, calls follow the shape of the dose curve; as a rule, active = well fitted curve in the direction sought with a large enough effect; inconclusive = small, poorly fitted or top-dose-only effect, or another doubt; inactive = no such curve, though single readings can be large; an effect the other way counts as inactive or inconclusive.

Values run as follows: GAA inh, HTT ATP protect, CBFb-RUNX1 inh, HttQ103 aggreg, GAA glycogen, aGlu spleen mod, LMNA splice mod
Cc1cccc(Nc2nnc(SCC(=O)NC3CCCc4ccccc43)s2)c1 (stereo not drawn)
  6.5%, -15.3%[10 µM], 25.6%, -6.5%, 2.0%, 0.1%, ?
COc1ccc(CN(C)C2c3ccccc3-c3ccccc32)cc1
  -2.1%, 21.4%[10 µM], 5.0%, -5.3%, 12.2%, -1.1%, -22.3%
CCc1ccc2[nH]c(=O)c(CN(CCN(CC)CC)C(=O)NC3CCCCC3)cc2c1
  -0.7%, -28.5%, 5.3%, 13.3%, -24.0%, -7.4%, -9.9%
CCCCn1c(SCc2c(C)noc2C)nc2cc(S(N)(=O)=O)ccc21
  7.3%, -23.6%, 2.9%, ?, 9.5%, -0.6%, ?
O=C(CSc1nnc(-c2ccc(S(=O)(=O)N3CCCC3)cc2)n1CC1CCCO1)NC1CC1 (stereo not drawn)
  -16.6%, 19.8%[10 µM], 11.2%, 1.1%, -10.7%, -8.5%, -9.5%
O=C(NC1CCCC1)C(c1ccc(F)cc1)N(Cc1ccc(Cl)cc1)C(=O)CCl (stereo not drawn)
  -0.2%, 10.9%[10 µM], 8.4%, 22.9%, -4.2%, -16.2%, -9.2%
Cc1ccc(S(=O)(=O)N(CC(=O)N/N=C/c2ccccc2C(=O)O)c2cc(Cl)cc(Cl)c2)cc1
  -1.3%, -15.7%, -10.2%, -0.1%, 7.9%, -15.5%, .
CCCCN1C(=O)/C(=C/C=C2\Oc3ccccc3N2CC)SC1=S
  -0.5%, -6.4%[10 µM], -2.2%, ?, -16.6%, 0.5%, .
COCCCNc1oc(-c2ccccc2OC)nc1C#N
  -3.2%, 7.4%[10 µM], 7.4%, 2.0%, ?, -0.9%, -9.7%
CCN(CC)CCNC(=O)/C(=C/c1cn(CC)c2ccccc12)NC(=O)c1cc(OC)c(OC)c(OC)c1
  -5.0%, -5.5%, -4.4%, 7.5%, -7.7%, -4.1%, .
CC(C)OP(=O)(OC(C)C)C(NC(=O)c1ccccc1)C(N)=O (stereo not drawn)
  ., -13.3%[10 µM], 6.6%, -15.1%[9.22 µM], 4.6%, -2.7%, .
CCc1ccccc1NC(=O)/C(=C/c1ccco1)c1ccccc1
  -7.8%, -34.0%, -6.3%, -24.3%, -1.1%, -2.6%, ?
CC(C)(C)C(=O)c1cnc(Nc2ccccc2Cl)s1
  -0.2%, -65.1%[inhibitor], 5.9%, ?, -10.2%, -6.2%, -16.1%
O=C(N/N=C/c1ccc(O)cc1)c1cccc(C(F)(F)F)c1
  -20.4%, -5.8%[10 µM], 7.0%, 8.9%, -5.0%, -3.4%, -8.1%
CCCCN1/C(=C/c2ccc3ccccc3[n+]2CC)Sc2ccccc21
  ?, -59.1%[inhibitor][10 µM], -3.7%, 2.51µM*, -6.6%, 2.8%, ?
CCCCc1nc2c(c3c1C[C@H](C)OC3)CN(C(=O)C1CCCCC1)CC2
  ., 7.5%[10 µM], 3.6%[13.1 µM], ., ., -3.6%[17.4 µM], -8.3%[9.22 µM]
Cc1nnc(NC(=O)CSc2nnc(CNC(=O)C34CC5CC(CC(C5)C3)C4)n2C2CCCCC2)s1
  -4.8%, -13.8%[10 µM], 11.8%, -14.5%, 5.1%, -6.0%, -3.8%
Cc1cnc(SCc2cnc(C)nc2N)nc1
  4.7%, -22.7%, -0.1%, 9.2%, -0.2%, -6.1%, 1.5%[46 µM]
CCCN(CCC)CCCNC(=O)CCNS(=O)(=O)c1ccc(Br)cc1
  -5.7%, ., 3.7%, -1.6%, -2.4%, -1.9%, -5.6%
Cc1c(C)c2cc3c4c(oc3c(C)c2oc1=O)CCCC4
  -0.3%, 11.8%, 8.3%, ?, 7.1%, 4.2%, 2.6%
COC(=O)c1ccc(OC(=O)C23CCC(C)(C(=O)O2)C3(C)C)cc1 (stereo not drawn)
  9.5%, 4.0%, -25.4%, 10.1%, -10.5%, -0.8%, 17.7%[46 µM]
CCC(=O)N(CCC(c1ccccc1)c1ccco1)Cc1cccs1 (stereo not drawn)
  -2.8%, -4.7%, -6.8%, -1.9%, -1.4%, -7.8%, -2.0%[0.0737 µM]
Cc1ccc(NC(=S)Nc2cc(-c3ccccc3)[nH]n2)cc1Cl
  -6.4%, -21.3%, 2.3%, -1.6%, -26.3%, -1.9%, .
COc1ccc(-c2nc3ccccc3n2CCC(C)C)cc1OC
  -9.8%, -7.8%, -3.0%, 14.3%, 8.9%, 5.4%, -11.9%
c1ccc2c(c1)Nc1ccncc1S2
  ., -11.9%[10 µM], 5.4%, -33.1%[9.22 µM], 17.6µM*, 2.2%, .
COc1ccc(OC)c(S(=O)(=O)N2CCC(C(=O)N3CCN(Cc4ccccc4)CC3)CC2)c1
  -10.1%, 15.0%, 4.2%, -28.1%, 4.9%, -2.7%, -14.6%
CC1(C)CC(=O)C(C(C2=C(O)CC(C)(C)CC2=O)c2cccnc2)C(=O)C1 (stereo not drawn)
  -12.8%, -7.6%[10 µM], 2.9%, 2.1%, -2.2%, 0.6%, 2.6%
CC(C(=O)OCc1nnc(-c2ccccc2)o1)N1C(=O)C2CCCCC2C1=O (stereo not drawn)
  -2.3%, -27.6%, -2.5%, -5.5%, 1.8%, 1.7%, ?
CCC(C)(C(=O)NC1CCCC1)N(C(=O)Cc1cccs1)c1c(C)n(C)n(-c2ccccc2)c1=O (stereo not drawn)
  6.0%, -47.3%[inhibitor], 3.3%, -10.7%, -4.0%, -9.3%, .
CCc1ccc(NC(=O)Cn2nnc(-c3ccc(C)cc3-n3cnnn3)n2)cc1
  ., -12.3%[10 µM], -8.4%, -11.1%[9.22 µM], 4.7%, 0.9%, .

2 entries from above, bar-delimited.
compound | GAA inh | HTT ATP protect | CBFb-RUNX1 inh | HttQ103 aggreg | GAA glycogen | aGlu spleen mod | LMNA splice mod
Cc1ccc(NC(=S)Nc2cc(-c3ccccc3)[nH]n2)cc1Cl | -6.4% | -21.3% | 2.3% | -1.6% | -26.3% | -1.9% | .
Cc1cnc(SCc2cnc(C)nc2N)nc1 | 4.7% | -22.7% | -0.1% | 9.2% | -0.2% | -6.1% | 1.5%[46 µM]

The list goes on:
Values run as follows: GAA inh, HTT ATP protect, CBFb-RUNX1 inh, HttQ103 aggreg, GAA glycogen, aGlu spleen mod, LMNA splice mod
CCCC(=O)Nc1cc(C(=O)O)ccc1S(=O)(=O)c1ccc(Cl)cc1
  3.6%, ., -6.5%, 12.4%, 1.3%, 2.4%, ?
CC(=O)Nc1c(O)c2ccccc2[nH]c1=O
  -4.8%, -1.6%[10 µM], 5.5%, -17.4%[9.22 µM], -5.1%, 2.0%, -5.1%[46 µM]
Fc1ccccc1Nc1nc(Cl)nc(Cl)n1
  -5.2%, 11.2%, -1.9%, 4.5%, -5.5%, 2.2%, -12.5%[46 µM]
Cc1cccn2c(=O)c(C=O)c(Sc3ncccn3)nc12
  -8.3%, 9.2%[10 µM], 6.1%, 13.0%, 4.7%, -4.7%, ?
COc1ccc(/C=N/NC(=O)CNc2ccc(Br)cc2)c(C(=O)O)c1OC
  0.9%, -5.4%, -3.6%, -8.7%, -8.0%, -2.6%, .
COc1ccc(NS(=O)(=O)c2ccc(Cl)c(N)c2)cc1Br
  -11.2%, -1.0%, 14.2%, -26.6%, -8.4%, -4.5%, ?
O=C1C(Cl)=C(N2CCC(C(=O)O)CC2)C(=O)c2ccccc21
  ., -4.0%[10 µM], -8.6%, 10.1%[9.22 µM], -4.1%, -1.6%, .
Cc1ccnc(N2C(=O)OC(C)(C)C2(C)O)c1 (stereo not drawn)
  -4.6%, 20.0%, 10.2%, -5.8%, -2.9%, -7.8%, -14.2%
CC(C)CNc1nc(SCC(=O)Nc2ccccc2)nc(N2CCOCC2)n1
  -6.3%, 27.8%, 13.4%, 29.5%, -12.3%, -1.7%, ?
CC(=O)Nc1ccc(NC2=CC(=O)CC(C)(C)C2)cc1
  5.2%, 6.2%, 6.9%, -16.7%, -10.0%, 2.9%, 2.0%
CCOc1ccc(N(CCCCO)C(=S)NC(=O)c2ccc(C)c(Br)c2)cc1
  ?, -15.1%, -7.7%, -0.9%, 11.6%, 3.6%, 8.2%[46 µM]
COc1ccccc1OCC(=O)Nc1ccccc1C(=O)NCc1ccco1
  1.2%, 18.8%[1.9 µM], -0.8%, -12.7%, 3.2%, 0.2%, -8.4%
CCSc1ncc(C#N)c(=O)[nH]1
  -4.3%, -7.9%[1.9 µM], 8.7%, -5.1%, 3.4%, -2.0%, -2.3%
c1ccc(-c2nc(NCc3ccco3)c3ccccc3n2)cc1
  -13.0%, 15.7%[1.9 µM], 0.7%, 11.2%, -9.5%, -11.1%, -1.8%
O=C(CSc1nnc(Cc2ccccc2)o1)c1ccccc1
  ?, 14.9%[10 µM], 4.9%, 4.5%[9.22 µM], 2.8%, 1.9%, 13.7%[46 µM]
Cc1ccc2sc(NC(=O)c3ccc(N4C(=O)CCC4=O)cc3)nc2c1C
  0.1%, ., 0.7%[2.36 µM], -8.9%, -0.7%, 3.9%, 12.6%
COc1ccc(-c2nc(SC)n(S(=O)(=O)c3ccccc3)n2)cc1
  -0.5%, -18.9%, 24.1%, 9.6%, -2.9%, -0.4%, -4.5%

Part of the list above, field by field.
> Fc1ccccc1Nc1nc(Cl)nc(Cl)n1
  GAA inh: -5.2%; HTT ATP protect: 11.2%; CBFb-RUNX1 inh: -1.9%; HttQ103 aggreg: 4.5%; GAA glycogen: -5.5%; aGlu spleen mod: 2.2%; LMNA splice mod: -12.5%[46 µM]
> Cc1ccnc(N2C(=O)OC(C)(C)C2(C)O)c1 (stereo not drawn)
  GAA inh: -4.6%; HTT ATP protect: 20.0%; CBFb-RUNX1 inh: 10.2%; HttQ103 aggreg: -5.8%; GAA glycogen: -2.9%; aGlu spleen mod: -7.8%; LMNA splice mod: -14.2%

Arranged by value in LMNA splice mod (ascending): 4 of the compounds above
SMILES,GAA inh,CBFb-RUNX1 inh,HttQ103 aggreg,GAA glycogen,aGlu spleen mod,LMNA splice mod
Cc1ccnc(N2C(=O)OC(C)(C)C2(C)O)c1 (stereo not drawn),-4.6%,10.2%,-5.8%,-2.9%,-7.8%,-14.2%
CCSc1ncc(C#N)c(=O)[nH]1,-4.3%,8.7%,-5.1%,3.4%,-2.0%,-2.3%
c1ccc(-c2nc(NCc3ccco3)c3ccccc3n2)cc1,-13.0%,0.7%,11.2%,-9.5%,-11.1%,-1.8%
CC(=O)Nc1ccc(NC2=CC(=O)CC(C)(C)C2)cc1,5.2%,6.9%,-16.7%,-10.0%,2.9%,2.0%

Screens from PubChem BioAssay.

The order is random; overall some 1.5% were active at least once.
